Bioassay records (PubChem)
Eya2 phos inh: qHTS Assay for Inhibitors of the Phosphatase Activity of Eya2; recombinant Eya2, OMFP fluorescence dephosphorylation (OMFP is methylfluorescein phosphate); Potency, µM (highest dose often 76.9 µM), for the others: top-dose activity, negative = inhibition, usual class: inhibitors; Protein phosphatase EYA2 (Homo sapiens), O00167; hit rate 0.006% among 330,000; note: potency is the fitted concentration of half-maximal effect; % is set by controls: 0 for no effect and ±100 for the full control effect
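Eya2 protein (added as 0.2 uM solution) was preincubated with compound for 10 min at ambient temperature in 50 mM HEPES pH 7.5, 50 mM NaCl, 5 uM MgCl2, 0.05% BSA, 1 mM DTT. OMFP (added at 50 uM) then reacted 10 min; fluorescence read at 485/525 nm.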
BRCA1 expr up: qHTS Assay to Identify Small Molecule Activators of BRCA1 Expression. Potency, µM (highest dose often 46.1 µM), inactives show at the highest dose activation, most hits filed as activators. MCF7-BRCA1-FFLuc reporter, luminescence, 48 h; response scale: scaled: vehicle 0%, 10 µM genistein 100%. AID 624202, 2012. hit rate 1.1% among 380,000; note: potency is the fitted concentration of half-maximal effect; nearly all actives have a fitted effect of over 80% in size; some results filed as inactive show a strong effect at the top dose
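Using MCF7 cells harboring a BRCA1 firefly luciferase reporter, plated 2 h before compound pinning, the screen measured luminescence after 48 h incubation. Responses were normalized to DMSO and 10 microM genistein, then fitted for concentration-effect.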
Integrin act MD: qHTS for Activators of Integrin-Mediated Alleviation for Muscular Dystrophy. alpha7betagal myoblasts, beta-gal FDG fluorescence, 48 h. Potency, µM (highest dose often 38.3 µM), for the others: at the highest dose activation, actives largely listed as activators. hit rate 0.064% among 350,000. AID 624291, 2012;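 note: potency is the fitted concentration of half-maximal effect; 100% = response of the positive control SU9516; nearly all actives have a fitted effect of over 60% in size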
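alpha7betagal+/- myoblasts (passage 13, 250/well) treated 48 h at 37C with compounds at 1:260 dilution of DMSO stock. Lysed, then beta-galactosidase activity read as FDG fluorescence (ex 480/em 540) after 30 min, with pre-read for autofluorescence.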
S-ASM inh: Inhibitors of Secretory Acid Sphingomyelinase (S-ASM): qHTS; Sphingomyelin phosphodiesterase (Homo sapiens), P17405; placental ASM, HMU-PC fluorogenic substrate, 60 min; Potency, µM (top dose mostly 57.5 µM), without a hit: at the highest dose activity change, negative = inhibition, most hits filed as inhibitors; hit rate 0.006% among 340,000; note: potency is the fitted concentration of half-maximal effect
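qHTS format. ASM enzyme prepared from human placenta hydrolyses the fluorogenic substrate HMU-PC0 (9 uM final) over 60 min at 37 °C after a 10 min compound preincubation.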
p53 reactivation: qHTS assay for re-activators of p53 using a Luc reporter | Potency, µM (doses to about 92.2 µM), inactives show at the top dose activity change, positive = activation, most hits filed as activators | H1299 p53-A138V BP100-luciferase reporter, luminescence, 24 h | hit rate 0.063% among 320,000; note: potency is the fitted concentration of half-maximal effect; % of control where 0% means no effect; nearly all actives have a fitted effect of over 45% in size
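p53-null H1299 cells stably carrying temperature-sensitive p53-A138V and a BP100-luciferase reporter were pinned with compounds (4-point, 1:5 series) and held 24 hrs at 37 deg C. Luminescence was read 10 min after detection reagent.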
ELG1 genotoxic: qHTS screen for small molecules that induce genotoxicity in human embryonic kidney (HEK293T) cells expressing luciferase-tagged ELG1; HEK293T ELG1-luciferase reporter, luminescence, 16 h; Potency, µM (doses to about 46 µM), for the others: top-dose activity change, positive = activation, most hits filed as activators; hit rate 1.3% among 330,000; AID 504466, 2011; note: potency is the fitted concentration of half-maximal effect; % of control where 0% means no effect; nearly all actives have a fitted effect of over 60% in size
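Step 1: seed 2,000 HEK293T ELG1-luciferase cells per well. Step 2: add compound or DMSO, incubate 16 hr at 37 °C. Step 3: ONE-Glo, 30 min at room temperature, read luminescence.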
B2AR arrestin: qHTS assay of beta-arrestin-biased ligands of beta2-adrenergic receptor | Beta-2 adrenergic receptor (Homo sapiens), P07550 | beta-arrestin recruitment to beta2AR, cell-based reporter | hit rate 0.02% among 330,000 | Potency, µM (top dose mostly 46.1 µM), for the others: at the highest dose activation, hits mostly activators;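 note: potency is the fitted concentration of half-maximal effect; 0% = DMSO controls and full agonism = EC100 isoproterenol or metaproterenol; nearly all actives have a fitted effect of over 65% in size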
TSG101-PTAP inh: qHTS Assay for Iinhibitors of HIV-1 Budding by Blocking the Interaction of PTAP/TSG101. Tumor susceptibility gene 101 protein (Homo sapiens), Q99816. Fluorescence polarization, FITC-PTAP peptide / Tsg101 binding. Potency, µM (highest dose often 115 µM), for the others: top-dose activity change, negative = inhibition, actives largely listed as inhibitors. 340,000 tested, under 10 active; active = well fitted inhibition curve with a large enough effect in the main read-out, with a control signal flat, not every such curve was filed as active; inconclusive = small, poorly fitted or top-dose-only effect, or effect the other way, or a change in a side signal; inactive = no such curve, though single readings can be large or run the other way; note: potency is the fitted concentration of half-maximal effect; % of control where 0% means no effect
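Compounds were pin-transferred onto Tsg101 binding domain (10 uM final) in HEPES pH 7.5 buffer, then FITC-PTAP peptide was added at 50 nM final. After 20 min at RT, polarization reported peptide displacement across a qHTS concentration series.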
USP2a inh: qHTS Assay for Inhibitors of Ubiquitin-specific Protease USP2a Using CHOP2 as the Reporter | hit rate 0.01% among 330,000 | USP2 core, Ub-CHOP2 coupled fluorogenic reporter, 485/531 | Ubiquitin carboxyl-terminal hydrolase 2 (Homo sapiens), O75604 | Potency, µM (highest dose often 38.3 µM), for inactives: top-dose activity change, negative = inhibition, most hits filed as inhibitors;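 note: potency is the fitted concentration of half-maximal effect; plate controls were DMSO wells for no effect and full inhibition by NEM control for full effect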
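USP2 core (10nM final) preincubated 30min RT with compound in 20mM Tris-HCl pH 8.0, 2mM CaCl2, 2mM beta-mercaptoethanol, 0.05% CHAPS; 25nM Ub-CHOP2 plus 25nM reporter substrate added, fluorescence (Ex485/Em531) read after 60min.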
uPA generation: qHTS for Inhibitors of Cell Surface uPA Generation. cell surface uPA generation assay, qHTS. Potency, µM (highest dose often 38.3 µM), inactives show top-dose activity change, negative = inhibition, hits mostly inhibitors. hit rate 0.31% among 330,000; active = well fitted inhibition curve with a large enough effect; inconclusive = small, poorly fitted or top-dose-only effect; inactive = no such curve, though single readings can be large or run the other way; tested in mouse RAW 264.7 cells; note: potency is the fitted concentration of half-maximal effect; % is set by controls: 0 for no effect and ±100 for the full control effect; nearly all actives have a fitted effect of over 55% in size
TRPV1 agonist: HTS Assay for Compounds that Act as Agonists of the Vanilloid Receptor 1; TRPV1-expressing cells, Fluo-8 calcium influx, agonist mode; Transient receptor potential cation channel subfamily V member 1 (Homo sapiens), Q8NER1; hit rate 0.19% among 320,000; AID 540275, 2011; activation, % at 8.33 µM; in the data active = activation above about 80%; inconclusive = between about 30% and that limit; note: 0% is about no effect
Target sequence (Q8NER1 whole entry, looked up): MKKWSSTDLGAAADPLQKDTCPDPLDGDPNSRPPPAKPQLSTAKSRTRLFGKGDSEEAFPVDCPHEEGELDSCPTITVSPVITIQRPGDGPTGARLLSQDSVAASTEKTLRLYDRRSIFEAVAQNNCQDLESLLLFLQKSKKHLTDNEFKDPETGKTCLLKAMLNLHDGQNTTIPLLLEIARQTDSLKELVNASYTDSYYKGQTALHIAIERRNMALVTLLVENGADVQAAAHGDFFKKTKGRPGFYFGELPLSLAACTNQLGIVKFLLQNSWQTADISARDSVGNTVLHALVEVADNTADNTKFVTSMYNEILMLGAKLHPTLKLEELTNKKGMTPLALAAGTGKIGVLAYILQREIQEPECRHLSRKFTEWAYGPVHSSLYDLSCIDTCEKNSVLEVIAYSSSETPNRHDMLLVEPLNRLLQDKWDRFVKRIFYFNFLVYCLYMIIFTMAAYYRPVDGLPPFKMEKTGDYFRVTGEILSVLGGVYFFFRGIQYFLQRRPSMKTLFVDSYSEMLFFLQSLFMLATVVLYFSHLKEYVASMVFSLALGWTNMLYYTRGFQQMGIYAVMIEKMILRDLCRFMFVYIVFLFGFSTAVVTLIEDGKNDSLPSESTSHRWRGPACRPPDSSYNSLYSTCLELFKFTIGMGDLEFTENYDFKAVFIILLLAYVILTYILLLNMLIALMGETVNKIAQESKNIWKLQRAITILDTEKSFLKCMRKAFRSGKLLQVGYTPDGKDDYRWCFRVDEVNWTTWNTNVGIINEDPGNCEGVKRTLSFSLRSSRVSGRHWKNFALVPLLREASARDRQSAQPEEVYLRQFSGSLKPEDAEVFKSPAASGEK
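Cells expressing TRPV1 were dye-loaded with Fluo-8 and read kinetically: 10 s baseline, 3 min after compound (agonist portion), then 2 min after EC20 capsaicin (allosteric enhancer portion). Calcium-bound dye fluorescence at 480/520 nm.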
* hit, by the source's call; ? = inconclusive; · = no result given; [ ] = another dose, or the depositor's remark. Unless noted, calls come from the whole dose curve; as a rule, active = well fitted curve in the direction sought with a large enough effect; inconclusive = small, poorly fitted or top-dose-only effect, or another doubt; inactive = no such curve, though single readings can be large; an effect the other way counts as inactive or inconclusive.

(1) Cc1onc(-c2ccccc2)c1C(=O)N/N=C/C(Br)=C/c1ccccc1
(2) Cc1ccccc1CSc1[nH]c(=O)ncc1C
(3) CC1Cc2cc(S(=O)(=O)NCc3ccccc3)ccc2N1C(=O)C1CC1 (stereo not drawn)
(4) CCSc1oc(-c2ccco2)nc1S(=O)(=O)c1ccccc1
(5) CCCCOC(=O)/C=C/c1ccc(OC(=O)OC)c(OC(=O)OC)c1
(6) CCCc1cc(=O)[nH]c(SCC(=O)N(CCC#N)c2ccc3c(c2)OCCO3)n1
(7) COCC(C)n1c(C)cc(C(=O)CN2C(=O)NC(Cc3c[nH]c4ccccc34)C2=O)c1C (stereo not drawn)
(8) CC(C)C[C@H](NC(=O)C1(c2ccccc2)CCN(C(=O)[C@H]2CSCN2C(=O)OC(C)(C)C)CC1)C(=O)O
(9) COc1ccc([C@@H]2CC=C(C(=O)O)[C@H](c3ccc(C)cc3)N2S(=O)(=O)c2ccc(C)cc2)cc1OC
(10) CCC(c1nnnn1Cc1ccc(OC)cc1)N1CCN(c2ccc(OC)cc2)CC1 (stereo not drawn)

screen / no. | 1 | 2 | 3 | 4 | 5 | 6 | 7 | 8 | 9 | 10
TSG101-PTAP inh | -1% | -3% | -1% | -10% | -6% | -1% | -2% | -9% | -9% | -7%
USP2a inh | -2% | -1% | -2% | 2% | 6% | 1% | 1% | 1% | 3% | -3%
p53 reactivation | 1% | 4% | 7% | -5% | 5% | 5% | -3% | -9% | -6% | -9%
TRPV1 agonist | 7 | -1 | 8 | 7 | 0 | -2 | -2 | 1 | · | 5
BRCA1 expr up | -49% | 21% | 0% | -6% | 43% | -8% | -20% | -2% | -4% | -29%
Eya2 phos inh | -13% | 3% | 6% | 1% | 1% | 26% | -19% | 2% | 2% | -18%
S-ASM inh | -26% | 2% | -3% | -3% | 50%[activator] | -1% | 2% | 7% | 5% | -1%
B2AR arrestin | ? | 0.0% | 0.0% | 0.0% | -1.0% | -0.1% | 4.2% | -0.5% | 0.1% | -0.1%
Integrin act MD | -14% | 1% | 26% | -12% | -32% | -20% | -20% | 17% | -5% | -9%
uPA generation | -6% | 5% | -17% | -14% | -9% | -7% | 1% | 9% | -8% | 2%
ELG1 genotoxic | ? | 0%[9.26 µM] | -1%[9.26 µM] | 0% | 2% | 1% | 1% | -1% | 1% | -6%

Profiles, quoted from the list:
Profile of CCSc1oc(-c2ccco2)nc1S(=O)(=O)c1ccccc1 → TSG101-PTAP inh = -10%; USP2a inh = 2%; p53 reactivation = -5%; TRPV1 agonist = 7; BRCA1 expr up = -6%; Eya2 phos inh = 1%; S-ASM inh = -3%; B2AR arrestin = 0.0%; Integrin act MD = -12%; uPA generation = -14%; ELG1 genotoxic = 0%
Profile of CC(C)C[C@H](NC(=O)C1(c2ccccc2)CCN(C(=O)[C@H]2CSCN2C(=O)OC(C)(C)C)CC1)C(=O)O → TSG101-PTAP inh = -9%; USP2a inh = 1%; p53 reactivation = -9%; TRPV1 agonist = 1; BRCA1 expr up = -2%; Eya2 phos inh = 2%; S-ASM inh = 7%; B2AR arrestin = -0.5%; Integrin act MD = 17%; uPA generation = 9%; ELG1 genotoxic = -1%

Following part:
(11) O=C(O)CCSc1nc2ccccc2c(=O)[nH]1
(12) O=C(c1ccc(-c2ccc(Cl)cc2)o1)N1CCN(S(=O)(=O)c2cccs2)CC1
(13) CCC(Sc1nc(C)cc(=O)[nH]1)C(=O)Nc1nc2c(s1)CCCC2 (stereo not drawn)
(14) CCOC(=O)NC(NCc1ccccc1Cl)(C(F)(F)F)C(F)(F)F
(15) CC/S(C)=N/S(=O)(=O)c1ccc(C)cc1 (stereo not drawn)
(16) Cc1ccc2c(c1)C=CC(C)(C)S2=O (stereo not drawn)
(17) COc1ccccc1NC(=O)CSc1nnc(COc2ccccc2OC)n1C
(18) COc1cc(/C=N/OCC(=O)Nc2cc(C)on2)ccc1OCc1ccccc1
(19) CC(C)CN1CCC(=O)N([C@H](COc2ccccc2)Cc2ccccc2)CC1
(20) NCCCNC(=O)c1ccc(/C=N/O)nc1

screen / no. | 11 | 12 | 13 | 14 | 15 | 16 | 17 | 18 | 19 | 20
TSG101-PTAP inh | -7% | -1% | 2% | -3% | -6% | 2% | -1% | 1% | -3% | 4%
USP2a inh | 4% | -6% | -3% | -1% | 3% | 0% | 16% | 2% | 3% | 4%
p53 reactivation | -4% | -2% | 17% | 0% | 0% | 6% | 0% | ? | 3% | 1%
TRPV1 agonist | 0 | 4 | 2 | 3 | 0 | -4 | -1 | 12 | 16 | 1
BRCA1 expr up | -11% | -36% | 0% | 0% | -16% | 31% | -2% | -7% | -2% | -1%
Eya2 phos inh | 5% | -25% | -7% | -13% | 5% | 3% | 10% | -4% | -5% | -1%
S-ASM inh | 4% | -8% | 1% | 0% | 6% | · | 0% | 2% | -3% | -1%
B2AR arrestin | -0.8% | 0.2% | ? | -1.2% | 0.3% | -0.7% | -0.2% | 0.2% | -0.8% | 0.1%
Integrin act MD | -12% | -44% | -8%[7.66 µM] | 3% | -6% | 7% | 0% | 4% | 7% | -17%
uPA generation | 8% | -2% | 2% | 1% | 2% | 3% | 5% | -1% | 6% | 4%
ELG1 genotoxic | 0% | -1% | 3% | -1% | -2% | 0% | -3% | 5% | -8% | 0%

(21) O=C(NCc1ccc2c(c1)OCO2)C1CCC(=O)N1C1CCCC1 (stereo not drawn)
(22) C=CCNC(=O)c1ccc(-c2nc(-c3ccccc3)cs2)cc1
(23) O=C(O)C1C2CCC(C2)C1C(=O)NCc1ccccn1 (stereo not drawn)
(24) CN(CCO)CCC(=O)NC1(C)CS(=O)(=O)CC1S(=O)(=O)O (stereo not drawn)
(25) COc1ccccc1CNC(=O)c1cccc(S(=O)(=O)N2CCN(c3ccc(F)cc3)CC2)c1
(26) O=C(Nc1c2c(nc3ccccc13)CCCC2)c1ccccc1Cl
(27) CC1(C)Nc2ccccc2C(=O)N1c1ccccc1
(28) CC1CCCCN1S(=O)(=O)c1ccc(S(=O)(=O)N2CCN(C)CC2)cc1 (stereo not drawn)
(29) COC(=O)c1cc(OC)c(OC)cc1NC(=S)N1CCCC1
(30) C=C(C)CN1CCN(c2ccc(N3C(=O)CCCC3=O)cc2[N+](=O)[O-])CC1
(31) O=C(CCN1CCOCC1)NNC(=O)Nc1cccc(C(F)(F)F)c1
(32) COCCn1c(SCc2cc(C(C)=O)ccc2OC)nc2cc(Cl)ccc2c1=O

screen / no. | 21 | 22 | 23 | 24 | 25 | 26 | 27 | 28 | 29 | 30 | 31 | 32
TSG101-PTAP inh | -1% | -12% | -1% | 1% | -2% | 1% | 0% | -2% | 2% | -3% | 1% | -1%
USP2a inh | 1% | 0% | -2% | -1% | 3% | -2% | 0% | 0% | 5% | 10% | 4% | 3%
p53 reactivation | 1% | 1% | 2% | -2% | -3% | 5% | · | 0% | -1% | 1% | -11% | -4%
TRPV1 agonist | 1 | -3 | · | 1 | 2 | 30 | -1 | -2 | 4 | 0 | -1 | 12
BRCA1 expr up | -4% | 56%[1.84 µM] | -14% | -3% | -7% | -14% | 13% | -23% | -15% | 0% | -6% | -10%
Eya2 phos inh | -4% | 35% | ? | 16% | 9% | 4% | 3% | -1% | -18% | -16% | 2% | -10%
S-ASM inh | 2% | 0% | 4% | -3% | -1% | -3% | 194%[activator] | -4% | 2% | -2% | 2% | -1%
B2AR arrestin | -0.3% | 0.2% | 0.3% | 0.4% | 0.2% | 0.2% | -1.1% | 0.2% | 0.0% | 0.1% | -0.3% | -1.1%
Integrin act MD | 1% | 3% | -11% | 38% | -24% | -5% | 1% | 13% | 18% | 5% | 0% | -22%
uPA generation | -1% | -6% | -5% | -6% | -23% | -2% | 2% | -5% | 9% | -4% | 2% | 2%
ELG1 genotoxic | -6% | 14% | 2% | 4% | -5% | 1% | 5% | -3% | -3% | · | -1% | -5%

As entered above:
In S-ASM inh, no. 14 is listed with 0%
In USP2a inh, no. 26 is listed with -2%
